# Screening results: PubChem BioAssay, National Center for Advancing Translational Sciences (NCATS)
# HT1080 IDH1KD tx – kills HT-1080 cells with IDH1 knockdown; HT-1080 IDH1 knockdown viability, ATP luminescence, 48 h; Potency, µM (titrated, usually from 46.1 µM), without a hit: top-dose activity, negative = toxicity, most hits filed as cytotoxic; 2% of 360,000 active; AID 686971;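 further: 0% = DMSO wells and -100% = cell-free medium wells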
#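 In this qHTS, HT-1080 cells depleted of IDH1 are exposed for 48 h at 37 °C to compound titrations. Toxicity is scored from CellTiter-Glo luminescence, with DMSO as full viability and medium alone as none.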
# GLP-1R agonist – activates the human GLP-1 receptor; HEK293 GLP-1R CRE-luciferase, luminescence, 4-6 h; cells express a hypersensitive GLP-1R form; Potency, µM (doses to about 45.6 µM), inactives show top-dose activation, hits mostly activators; 0.007% of 380,000 active; AID 624172; further: % of control where 0% means no effect
# Target sequence (P43220 whole entry, looked up): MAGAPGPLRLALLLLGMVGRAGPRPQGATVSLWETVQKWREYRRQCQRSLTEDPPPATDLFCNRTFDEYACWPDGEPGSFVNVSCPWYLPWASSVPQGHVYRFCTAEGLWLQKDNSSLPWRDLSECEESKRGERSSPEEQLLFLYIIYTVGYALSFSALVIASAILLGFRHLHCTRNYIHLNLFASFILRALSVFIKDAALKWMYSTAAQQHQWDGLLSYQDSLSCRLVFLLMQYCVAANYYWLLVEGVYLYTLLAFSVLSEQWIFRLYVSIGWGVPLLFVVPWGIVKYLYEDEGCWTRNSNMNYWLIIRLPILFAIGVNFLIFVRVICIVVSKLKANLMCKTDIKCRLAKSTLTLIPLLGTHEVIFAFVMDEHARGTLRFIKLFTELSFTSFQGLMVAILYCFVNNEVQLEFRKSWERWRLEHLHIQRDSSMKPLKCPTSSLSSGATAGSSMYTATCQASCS
# SW480 rerep – DNA re-replication induction in SW480 cells; SW480 DNA re-replication, Hoechst DNA content imaging, 48 h; Potency, µM (top dose mostly 46.1 µM), for the others: top-dose re-replication activation, most hits filed as activators; 1.8% of 340,000 active; AID 624297; further: % of control where 0% means no effect; nearly all actives have a fitted effect of over 55% in size
#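 SW480 cells exposed to compounds for 48 hr at 37 C, 5% CO2, then Hoechst-stained 40 min. Nuclear DNA content imaged by fluorescence scanning (405 nm excitation, 500-530 nm emission); re-replication scored as increased high-intensity nuclei.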
# HT1080NT lethal – kills 2HG-producing HT-1080-NT fibrosarcoma cells; 1.6% of 360,000 active; Potency, µM (top dose mostly 46.1 µM), for the others: at the top dose activity, negative = less viability, hits mostly cytotoxic; HT-1080-NT fibrosarcoma viability, CellTiter-Glo ATP luminescence, 48 h; AID 686970;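 further: NT is the 2HG producing partner of a matched IDH1 knockdown line; 0% = DMSO-treated cells and -100% = media-only wells without cells; nearly all actives have a fitted effect of over 55% in size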
#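 Read-out is CellTiter-Glo luminescence after 10 minutes at room temperature, following 48 hours' compound treatment of HT-1080-NT cells (750 cells/well, RPMI, 5% FBS, 37 degrees C).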
# GLP1R cytotox – cytotoxicity in counter-screen for GLP-1R inverse agonists; Potency, µM (highest dose often 38.3 µM), inactives show at the top dose activity change, negative = inhibition, actives largely listed as inhibitors; HEK293 cAMP-luciferase reporter cells, luminescence, 24 h; AID 624418; 0.13% of 410,000 active;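 further: loss of luciferase light is scored as toxicity; on the % scale 0 is the no-effect control and ±100 the full control effect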
#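 Quantitative HTS format, 1536 wells, 200 cells/uL seeded. Compounds: 23 nL, 24 h, 37 °C. Detection: luciferase reagent, luminescence at 12 min RT; decreased signal taken as cytotoxic.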
# KB-V1 cytotox – kills drug-selected multidrug resistant KB-V1 cells; 3.4% of 400,000 active; Potency, µM (top dose mostly 46.1 µM), for the others: at the highest dose activity change, negative = cytotoxicity, most hits filed as cytotoxic; AID 1347076; KB-V1 MDR cells viability, CellTiter-Glo, 72 h; further: on the % scale 0 is the no-effect control and ±100 the full control effect; nearly all actives have a fitted effect of over 60% in size
#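 Readout: CellTiter-Glo luminescence, 10 min after addition. Cells: KB-V1 MDR subline, 72 h at 37 degrees C with compound. Analysis: corrected, normalized data fitted to concentration-effect curves.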
# TDP-43 yeast inh – TDP-43 toxicity inhibition in yeast. TDP-43 expressing yeast growth rescue, BacTiter-Glo, 24 h. Potency, µM (top dose mostly 46.1 µM), without a hit: at the top dose growth rescue (activation), usual class: activators. 1.8% of 410,000 active; further: % of control where 0% means no effect; nearly all actives have a fitted effect of over 50% in size
#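 Cell-based yeast growth screen: TDP-43 expression induced in galactose, inoculum OD600=0.02 after raffinose pregrowth to mid-log. Read-out BacTiter-Glo luminescence at 24 hr, 30 deg C; inhibition of toxicity seen as signal increase.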
# KB-3-1 tox – kills parental KB-3-1 adenocarcinoma cells | KB-3-1 viability, CellTiter-Glo ATP luminescence, 72 h | Potency, µM (doses to about 46.1 µM), without a hit: at the highest dose activity change, negative = cytotoxic, most hits filed as cytotoxic | 1.4% of 400,000 active | AID 1347075; further: on the % scale 0 is the no-effect control and ±100 the full control effect; nearly all actives have a fitted effect of over 60% in size
#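 Luminescent ATP read-out (CellTiter-Glo) measures survival of drug-naive KB-3-1 cells after 72 h compound exposure at 37 °C. Titration series was screened from lowest to highest concentration, with DMSO vehicle plates as background controls.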
# GLP1R inv ag – inverse agonists of human GLP-1 receptor. P43220. HEK293 GLP-1R CRE-luciferase, luminescence, 24 h; GLP-1R form is constitutively active. Potency, µM (titrated, usually from 38.3 µM), for inactives: at the top dose activity change, negative = inhibition, actives largely listed as inhibitors. 1.6% of 410,000 active; further: on the % scale 0 is the no-effect control and ±100 the full control effect; nearly all actives have a fitted effect of over 55% in size
#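 qHTS in 1536-well format: reporter HEK293 cells expressing constitutive GLP-1R activity in DMEM + 10% Nu serum, 24 hr with compounds at 37 deg C, luminescence read after 12 min with detection reagent.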
# * marks the source's active call; other numbers are inactive results; ? = inconclusive; / = no result given; & = joins results of further samples; [ ] = dose if it differs, or a comment. The call rests on the fitted dose curve; in most records, active means well fitted curve in the direction sought with a large enough effect; inconclusive means small, poorly fitted or top-dose-only effect, or another doubt; inactive means no such curve, though single readings can be large; an effect the other way counts as inactive or inconclusive. Potency means the concentration at half of the fitted maximal effect.
mol	HT1080 IDH1KD tx	GLP-1R agonist	SW480 rerep	HT1080NT lethal	GLP1R cytotox	KB-V1 cytotox	TDP-43 yeast inh	KB-3-1 tox	GLP1R inv ag
Cc1ccccc1NS(=O)(=O)c1cc2c(cc1C)NC(=O)CO2	0%	6%	-3%	2%	4%	12%	11%	-1%	8%
CC(=O)c1ccc2c(c1)Nc1ccccc1S2	-2%	18%	3%	0%	12%	?	20%	-16%	-25%
Cc1cc(C)nc(SC/C=C/c2ccccc2)n1	7%	19%	-3%	-2%	-13%	4%	?	1%	-1%
Cc1cc(S(=O)(=O)Nc2ccc(C(=O)NCC(c3ccco3)N3CCCCC3)cc2)ccc1F (configuration not stated)	1%	-4%	-2%	0%	13%	-10%	0%	-5%	?
CCc1cccc(C)c1NC(=O)c1cc(=O)[nH]c2ccc(S(=O)(=O)N3CCOCC3)cc12	-1%	-6%	-9%	4%	2%	43%	7%	5%	12%
CCCCNC(=O)C[C@@H]1C[C@@]2(C(=O)OC)CC(C)(C)CC=C2N(CCc2ccc(OC)c(OC)c2)C1=O	4%	/	/	1%	-34%	?	0%	-1%	-21%
CCCCn1c(N)c(N(CCC(C)C)C(=O)c2ccc(C)c(S(=O)(=O)N3CCOCC3)c2)c(=O)[nH]c1=O	5%	-11%	3%	6%	3%	2%	22%	0%	7%
Cc1c(C(=O)OCC(=O)N(CC(C)C)c2c(N)n(Cc3ccccc3)c(=O)[nH]c2=O)oc2ccccc12	7%	-16%	-2%	3%	-2%	3%	24%	1%	1%
CC(C)CCNC(=O)c1c(CSc2ccccc2)noc1C(=O)NCc1ccccc1	-1%	-1%	-9%	5%	0%	-10%	-3%	-1%	8%
COc1cccc(NC(=O)c2ccc(-c3ccccc3[N+](=O)[O-])o2)c1	-14%	7%	/	-6%	-18%	?	-5%	-4%	?

# No new results follow: entries from further up.
mol	HT1080 IDH1KD tx	GLP-1R agonist	SW480 rerep	HT1080NT lethal	GLP1R cytotox	KB-V1 cytotox	TDP-43 yeast inh	KB-3-1 tox	GLP1R inv ag
Cc1ccccc1NS(=O)(=O)c1cc2c(cc1C)NC(=O)CO2	0%	6%	-3%	2%	4%	12%	11%	-1%	8%
CC(=O)c1ccc2c(c1)Nc1ccccc1S2	-2%	18%	3%	0%	12%	?	20%	-16%	-25%
Cc1cc(C)nc(SC/C=C/c2ccccc2)n1	7%	19%	-3%	-2%	-13%	4%	?	1%	-1%
Cc1cc(S(=O)(=O)Nc2ccc(C(=O)NCC(c3ccco3)N3CCCCC3)cc2)ccc1F (configuration not stated)	1%	-4%	-2%	0%	13%	-10%	0%	-5%	?
CCc1cccc(C)c1NC(=O)c1cc(=O)[nH]c2ccc(S(=O)(=O)N3CCOCC3)cc12	-1%	-6%	-9%	4%	2%	43%	7%	5%	12%
CCCCNC(=O)C[C@@H]1C[C@@]2(C(=O)OC)CC(C)(C)CC=C2N(CCc2ccc(OC)c(OC)c2)C1=O	4%	/	/	1%	-34%	?	0%	-1%	-21%
CCCCn1c(N)c(N(CCC(C)C)C(=O)c2ccc(C)c(S(=O)(=O)N3CCOCC3)c2)c(=O)[nH]c1=O	5%	-11%	3%	6%	3%	2%	22%	0%	7%

# Returning to the listing, repeating the 2 entries before the break.
mol	HT1080 IDH1KD tx	GLP-1R agonist	SW480 rerep	HT1080NT lethal	GLP1R cytotox	KB-V1 cytotox	TDP-43 yeast inh	KB-3-1 tox	GLP1R inv ag
CC(C)CCNC(=O)c1c(CSc2ccccc2)noc1C(=O)NCc1ccccc1	-1%	-1%	-9%	5%	0%	-10%	-3%	-1%	8%
COc1cccc(NC(=O)c2ccc(-c3ccccc3[N+](=O)[O-])o2)c1	-14%	7%	/	-6%	-18%	?	-5%	-4%	?
CCCNC(=O)N1C2=NC(C(=O)OC)=C(C(=O)OC)[C@@H]3N(Cc4ccccc4)c4ccccc4[C@]23C[C@H]1CO	-3%	-4%	-8%	11%	?	6%	-6%	12%	14%
COCCNC(=O)CN1CCC(NC(=O)C(C)(C)C)CC1	-14%	9%	32%	-1%	7%	-1%	-20%	4%	13%
c1ccc(C2CN3CCSC3=N2)cc1 (configuration not stated)	10%	10%&-4%	-1%&3%	2%	-10%	-9%	0%	0%	2%
Cc1cc(C)nc(SCCC(=O)Nc2ccccc2)n1	7%[9.24 µM]	2%	6%	-14%	5%	7%	0%	6%	11%
CCOC(=O)C1=C(c2ccc(OC)cc2)OC(N)=C(C#N)C1c1cccnc1 (configuration not stated)	0%	4%	4%	13%	-5%	0%	0%[1.82 µM]	11%	26%
COc1cc(OC)cc(-c2c(C#Cc3ccsc3)c3cc(-c4ccc5c(c4)OCCO5)ccc3n2C)c1	13%	-4%	-3%	0%	7%	?	10%	13%	8%
CCOC(=O)c1cc(C)nc(SC)c1C#N	8%	22%	-9%	8%	7%	7%	8%	-1%	37%[activator]
CC(=O)NC(c1ccc(F)c(F)c1)c1nc(-c2ccncc2)cs1 (configuration not stated)	-3%	6%	/	-1%	4%	-3%	11%	0%	1%
C=CCn1c(=O)n(CCOC)c(=O)c2sc3ccccc3c21	-12%	8%	-14%	-6%	9%	11%	0%	22%	21%
O=C(c1noc2c1CCCC2)N1CCc2c([nH]c3ccccc23)C1c1ccccn1 (configuration not stated)	-15%	11%	?	-20%	3%	-10%	?	10%	-19%
COc1ccccc1NS(=O)(=O)c1ccc(C(=O)NCC(c2ccco2)N(C)C)cc1 (configuration not stated)	0%	-2%	21%	0%	18%	-7%	4%	6%	?
O=C(c1ccc(OC2CCN(Cc3ccccc3O)CC2)cc1)N1CCCCC1	5%	-9%	-3%	4%	8%	/	-6%	/	-17%
c1cncc(-c2ccc3[nH]ccc3c2)c1	10%	-3%	11%	12%	10%	?	10%	23%	35%[activator]
C=CCn1c(NCc2ccc(N(C)C)cc2)nc2ccccc21	-12%	1%	10%	-7%	16%	-1%	-9%	-1%	?
Cc1ccc(-n2c(Cc3cccs3)nnc2SCC(N)=O)cc1	2%	0%	-8%	10%	-15%	0%	-13%	19%	-8%
C/C(CC(=O)Nc1ccc(OCc2ccccc2)cc1)=N\NC(=O)C(=O)Nc1cccc(C)c1	-15%	-16%	-60%[inhibitor]	-1%	-14%	?	30%	?	?
CCCOc1cc(C)c(S(=O)(=O)NC2CC(C)(C)NC(C)(C)C2)cc1C	-26%	-4%	?	-14%	-23%	1%	3%	-13%	?
CC(=O)c1ccc(N2C(=O)N(Cc3ccc(F)cc3)c3ccccc3S2(=O)=O)cc1	/	-1%	/	/	-13%	-34%	27%	1%	?
CC(C)(C)S(=O)N1Cc2cc(C(=O)N3CCOCC3)nc(-c3cccc(Br)c3)c2[C@H]1CCO (some centres not stated)	12%	0%	/	11%	-3%	0%	-8%	0%	31%[activator]
CN(CC(=O)Nc1cccc(F)c1)C(=O)c1cccc(S(=O)(=O)N2CCN(Cc3ccccc3)CC2)c1	-14%	-2%	/	-8%	-5%	?	15%	?	?
CC(C)c1ccc(S(=O)(=O)Nc2ccc(-n3cnnn3)cc2)cc1	-20%	8%	?	-7%	4%	-4%	5%	0%	-6%
O=C(O)c1ccccc1/C=N/NC(=O)C1CCCC1	22%	-1%	-6%	14%	11%	?	17%	15%	3%
CCCCOc1ccc(SCCCN2CCOCC2)cc1	-4%	-2%	0%	0%	-11%	/	9%	/	?
Cc1ccc2[nH]cc(S(=O)(=O)c3ccc(F)cc3)c(=O)c2c1	-2%	12%	-3%	-4%	-11%	15%	2%	-18%	-22%
O=C(c1cccc(S(=O)(=O)N2CCOCC2)c1)N1CCN(c2ccccc2)CC1	11%	-14%	-4%	6%	-15%	18µM*	4%	2%	0%
Cc1cc(F)cc(-c2cc(C(=O)NCc3ccccc3)[nH]n2)c1	-6%	0%	/	-4%	-7%	3%	14%	0%	1%
CN(c1ccc(OCC(=O)N2CCCCC2)cc1)S(=O)(=O)c1cccs1	0%	3%	4%	7%	0%	?	-11%	-6%	?
CCc1cccc(CC)c1NC(=O)COC(=O)c1cccc(-c2ccc(OC(C)=O)cc2)c1	9%	0%	-6%	1%	23%	-27%	25%	-5%	7%
Cc1cccc(N2CC(C(=O)Nc3ccccc3N3CCCC3)CC2=O)c1C (configuration not stated)	6%	-2%	-3%	7%	-2%	?	16%	-10%	-14%
NC(=O)c1c(N)sc(=S)n1CC1CCCO1 (configuration not stated)	2%	0%	-16%	0%	3%	0%	0%	6%	5%
O=c1c2c3c(sc2n2c(=S)[nH]nc2n1-c1ccccc1)CCC3	18%	7%	11%	3%	0%	-8%	0%	6%	1%
CC(=O)c1ccc(NC(=O)CSc2nnc(NC(=O)C3CC3)s2)cc1	20%	-1%	-3%	4%	1%	24%	8%	22%	5%
Cc1ccc(CN2CCN(/N=C/c3ccc(O)c(O)c3)CC2)cc1	-15%	5%	4%	-18%	-19%	-1%	0%	-22%	16%

# An unsorted share of the library (roughly 9.4% active in at least one column).
